# Assay outcomes as filed in PubChem.
# hcGAS inh – inhibitors of human cGAS; recombinant h-cGAS, ATP depletion, Kinase-Glo luminescence; inhibition, % at 12.5 µM; 290,000 compounds, 0.081% hits; AID 1259398;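 note: 0% = vehicle reaction and 100% = reaction without DNA for no activity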
# Target sequence (Q8N884 whole entry, looked up): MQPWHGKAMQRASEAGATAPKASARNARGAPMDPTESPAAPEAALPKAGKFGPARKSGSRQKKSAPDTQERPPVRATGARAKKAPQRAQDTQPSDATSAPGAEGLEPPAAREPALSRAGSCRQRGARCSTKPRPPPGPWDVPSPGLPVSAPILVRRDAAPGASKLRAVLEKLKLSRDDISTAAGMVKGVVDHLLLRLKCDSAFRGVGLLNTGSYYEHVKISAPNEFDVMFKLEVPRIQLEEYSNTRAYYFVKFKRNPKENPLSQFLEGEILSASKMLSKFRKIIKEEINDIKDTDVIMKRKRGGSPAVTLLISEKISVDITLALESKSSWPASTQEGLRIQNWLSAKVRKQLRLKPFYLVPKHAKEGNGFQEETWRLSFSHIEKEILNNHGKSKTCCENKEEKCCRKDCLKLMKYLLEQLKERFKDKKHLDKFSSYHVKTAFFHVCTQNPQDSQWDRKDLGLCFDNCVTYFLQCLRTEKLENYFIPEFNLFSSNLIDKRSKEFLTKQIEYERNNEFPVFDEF
# NPYLR7 agonist – mosquito NPYLR7 agonism; activation, % at 10 µM; 270,000 compounds, 0.15% hits; HEK293T NPYLR7/Galpha15, GCaMP6s calcium fluorescence; in the data active = activation above about 40%;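 note: 0% = vehicle and 100% = reference agonist at the receptor; some compounds past the cut are filed as inactive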
# mcGAS lum – blocks mouse cGAS activity; Q8C6L5; 160,000 compounds, 0.15% hits; inhibition, % at 12.5 µM; recombinant cGAS, Kinase-Glo ATP depletion luminescence;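 note: 0% = negative control wells and 100% = reference inhibitor with no enzyme activity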
# The depositor's hits bear a star; · = not tested or not shown. Cut-off read from the data, not from the text of the source, unless noted: active = inhibition above about 40%; inactive = the rest.
SMILES,hcGAS inh,NPYLR7 agonist,mcGAS lum
CCC1CN(CCNC(=O)CSc2nnc(C)s2)Cc2cc(OC)ccc2O1 (centres undefined),-5,5,-23
CCOC(=O)c1c(NC(=O)C(C)(C)C)sc(C(C)=O)c1C,-3,0,-2
O=C(NCCc1cn(Cc2ccccn2)c2ccccc12)c1c[nH]c(=O)c(Cl)c1,0,-5,2
COc1cc(-c2nc3ccc(Br)cn3c2NC(C)(C)CC(C)(C)C)ccc1OS(=O)(=O)c1cccc2ccccc12,-4,8,-9
CC(C)NC(=O)Cc1ccc(N)cc1,0,4,-12
CC(C)c1ccc(CC(=O)N2CCC2(C)C(=O)NS(=O)(=O)c2cccs2)cc1 (centres undefined),-4,-5,-3
Cc1ccc(Cn2nnc3c(=O)n(CC(N)=O)cnc32)cc1,-5,5,·
CCc1nc2ccc(C(=O)NCCN3CCNC3=O)cn2c1N(C=O)Cc1ccc(OC)cc1,-5,22,-3
CCOC(=O)N1CCC(Nc2c(OCC)c(=O)c2=O)CC1,11,6,0
Cc1c(CN(C)S(=O)(=O)c2ccc([N+](=O)[O-])cc2)cnn1C,2,2,·
C=CCOC(=O)C1C(C)=Nc2nc(SCC=C)[nH]c(=O)c2C1c1ccc(Cl)cc1 (centres undefined),4,-1,-2
CC(C)c1nn(CC(=O)N2CCC(Cc3ccccc3)CC2)c(=O)c2c1cnn2C(C)(C)C,-4,13,·
CCn1cc(C(=O)Nc2cccc(C)n2)c2nn(-c3ccccc3)c(=O)c-2c1,-5,0,-9
COc1cc(C(=O)Nc2cc(C(=O)Nc3ccc(Cl)cc3)ccc2N2CC3CC(C2)c2cccc(=O)n2C3)cc(OC)c1OC (centres undefined),-5,-6,·
CCOC(=O)c1cnc(-c2ccc(OC)cc2)nc1NCc1c(C)nn(C)c1C,-1,-4,0
Cc1nc2ccc(C(=O)NC3CCN(CC#N)CC3)cc2nc1C,-11,-5,-16
CC(C)CN(Cc1c(-c2ccccc2)noc1N1CCSCC1)C(=O)c1cccs1,-8,8,-8
CCc1cccc(CC)c1C(O)c1cccnc1 (centres undefined),-3,4,·
COc1ccc(/C=C/CN2CCC(CCC(=O)Nc3ccccc3Cl)CC2)cc1,-14,9,-13
CC(C)C(C#N)N1CCN(C(=O)C/C=C/c2cccc(F)c2)CC1 (centres undefined),-4,0,-15

# Retrieved one by one from above, 2 records:
SMILES,hcGAS inh,NPYLR7 agonist,mcGAS lum
CCOC(=O)c1c(NC(=O)C(C)(C)C)sc(C(C)=O)c1C,-3,0,-2
CCOC(=O)N1CCC(Nc2c(OCC)c(=O)c2=O)CC1,11,6,0

# Next compounds
SMILES,hcGAS inh,NPYLR7 agonist,mcGAS lum
COc1ccccc1-c1csc(NC(C)c2ccccc2)n1 (centres undefined),-5,5,·
CCOC(=O)C1CCN(C(=O)c2ccc(CSc3nc(CC)cc(N(C)C4CCCCC4)n3)cc2)CC1,-3,-1,-7
CCOC(=O)N1CCN(C(=O)CSc2ccc(-c3ccncc3)nn2)CC1,-2,-12,-3
COCCn1c(C)cc(O)c(C(c2ccc(F)cc2)N2CCN(CCO)CC2)c1=O (centres undefined),-8,10,·
CCc1[nH]c(C(=O)OCC(=O)c2cccc(Br)c2)c(C)c1C(=O)OC,-1,-7,·
CCOC(=O)c1c(C)c(C(=O)CN(C(=O)c2ccc(Cl)c(Cl)c2)C2CC2)c(C)n1C,-6,-5,-5
COc1ccc(N2CCN(Cc3cnc[nH]3)C(C)C2)cc1 (centres undefined),0,5,·
CC1c2ccsc2CCN1C(=O)Nc1nnc(C(C)(C)C)s1 (centres undefined),-3,7,·
Nc1nnc(-c2cc(-c3ccc(O)cc3)on2)o1,-4,6,·
O=c1c(S(=O)(=O)c2ccccc2)c[nH]c2cc3c(cc12)OCCO3,-9,5,-5
O=C(NCc1ccncc1)c1csc(COc2ccc(F)cc2)n1,-3,4,-4
CCC(C)NC(=O)c1coc(CN(Cc2ccc3c(c2)OCO3)Cc2cccc(Cl)c2Cl)n1 (centres undefined),-3,22,-6
COCCNC(=O)Cn1nc2c(c1NC(=O)COc1ccc3ccccc3c1)CSC2,7,-7,0
COc1ccc(-c2nnc(SCc3ccc(Cl)cc3Cl)n2-c2ccc(C)cc2)cc1,4,4,1
CCN(Cc1ccc(CO)o1)Cc1ccccc1F,-3,13,·
CC(=C(C#N)C#N)c1ccc2c(c1)OCCO2,-5,2,·
CC(C)(C)c1c(C(C)(C)C)c(=O)c1=O,0,11,·
O=S(=O)(NCCN1CCN(c2nc(Cc3ccc(Cl)cc3)ns2)CC1)c1ccc2ccccc2c1,-2,19,-5
Cc1ccc(C=CC(=O)NNC(=S)NCC2CCCO2)o1 (centres undefined),-4,-1,·
CCOCCSc1nc(=O)n2cc(C)ccc2n1,-9,2,-8

# Some entries already given, showing only NPYLR7 agonist and mcGAS lum.
structure,NPYLR7 agonist,mcGAS lum
COc1ccc(-c2nnc(SCc3ccc(Cl)cc3Cl)n2-c2ccc(C)cc2)cc1,4,1
CCN(Cc1ccc(CO)o1)Cc1ccccc1F,13,·
CC(=C(C#N)C#N)c1ccc2c(c1)OCCO2,2,·
CC(C)(C)c1c(C(C)(C)C)c(=O)c1=O,11,·
O=S(=O)(NCCN1CCN(c2nc(Cc3ccc(Cl)cc3)ns2)CC1)c1ccc2ccccc2c1,19,-5
Cc1ccc(C=CC(=O)NNC(=S)NCC2CCCO2)o1 (centres undefined),-1,·
CCOCCSc1nc(=O)n2cc(C)ccc2n1,2,-8

# Whole records, quoted from the list. Values in the order: hcGAS inh | NPYLR7 agonist | mcGAS lum
# `O=C(NCc1ccncc1)c1csc(COc2ccc(F)cc2)n1` is entered as -3 | 4 | -4
# `CC(C)(C)c1c(C(C)(C)C)c(=O)c1=O` is entered as 0 | 11 | ·

# Further entries follow:
SMILES,hcGAS inh,NPYLR7 agonist,mcGAS lum
CC1CN(C(=O)c2cc3ccsc3n2C(C)c2ccccc2)CCN1C(=O)Cc1ccccc1 (centres undefined),1,·,0
O=C(/C=C/c1ccccc1)N1CCN(c2ccc(Nc3ccncc3)nn2)CC1,-6,5,·
CCN(CC)c1cc(Cl)nc(SCc2cccc(C(=O)N3CCOCC3)c2)n1,4,-6,1
CCC(c1ccccc1)C1CCCN1C(=O)c1ccc(S(=O)(=O)NC2CC2)cc1 (centres undefined),-4,-3,·
CC1(C)CC(=O)C2C(=Nc3ncnn3C2c2cccs2)C1 (centres undefined),-7,4,-5
O=C1/C(=C/c2ccc(Br)cc2)C=C(c2ccccc2)N1c1ccc2ncccc2c1,-5,-1,-6
CCCN(CCC)S(=O)(=O)c1ccc(C(=O)Nc2sc3c(c2C#N)CCCCC3)cc1,-7,-4,-7
CCCCCCCCc1ccc(C(=O)N2CCCN(Cc3cc(=O)c(OCc4cccc(OC)c4)co3)CC2)cc1,-3,29,-7
CC(C)CSc1nnc(SCC(=O)Nc2ccc(F)cc2)s1,-3,2,·
CCN(c1cccc(F)c1)S(=O)(=O)c1cc(C)c(C(=O)O)s1,-8,13,-12

# An excerpt of these results, with each value named:
CCC(c1ccccc1)C1CCCN1C(=O)c1ccc(S(=O)(=O)NC2CC2)cc1 (centres undefined)
  hcGAS inh: -4 | NPYLR7 agonist: -3 | mcGAS lum: ·
CC1(C)CC(=O)C2C(=Nc3ncnn3C2c2cccs2)C1 (centres undefined)
  hcGAS inh: -7 | NPYLR7 agonist: 4 | mcGAS lum: -5

# (more compounds)
SMILES,hcGAS inh,NPYLR7 agonist,mcGAS lum
O=C(CCC1CCCC1)Nc1nc(-c2ccccc2Cl)cs1,3,-3,·
O=C(NCCNC(=O)[C@H]1CCCN1C(=O)Cc1cccs1)c1ccc(F)cc1,1,1,0
COc1ccc(C(=O)N2N=C(C(F)(F)F)CC2(O)c2cccc(OC)c2)cc1 (centres undefined),0,0,-1
O=C(c1cc(C2CC2)[nH]n1)N1CCCC1c1nccs1 (centres undefined),-6,·,-11
C=CCCC(O)CN(CCN1CCOCC1)Cc1cccn1Cc1ccc(C(C)(C)C)cc1 (centres undefined),6,0,1
Cc1ccc2[nH]nc(C(=O)N3CCC4(CC3)NCCNC4=O)c2c1,-1,24,·
CC1CCCCN1S(=O)(=O)c1cccc(C(=O)N=c2sc3ccccc3n2C)c1 (centres undefined),-4,-3,·
COc1cccc(-c2ccc3c(c2)N(Cc2ccccc2F)C(=O)C(C)S3)c1 (centres undefined),4,0,·
CCOc1ccccc1N1CCN(C(=O)c2cc(-c3ccc(OC)cc3)nc3cc(-c4ccc(Cl)cc4)nn23)CC1,-4,7,-8
C=CCN(C(C)C(=O)c1c(C)c(C(=O)OCC)n(C)c1C)S(=O)(=O)c1ccc(Cl)cc1 (centres undefined),2,-9,-1
C=c1c(C#N)c2[nH]c(N)c(C#N)c(C)c-2/c1=C/c1cc2c(cc1OCC)OCO2,-5,-1,·
Cn1ccnc1CN1CCOC(CCNC(=O)NC2CCCC2)C1 (centres undefined),-5,3,-18
CCCN(CC(=O)N1CC(=O)N(c2cccc(Cl)c2)C1)C(=O)c1ccc(OC)cc1,-9,11,-5
CCc1cnc2c(c1SCc1cc(OC)cc(OC)c1)c(=O)n(C)c(=O)n2C,-7,6,-9
COc1cccc(CSc2nnc(-c3cccc(C)c3)n2-c2ccccc2)c1,-9,19,-8
Cc1ccc(-c2nc(C=Nc3ccc(Cl)cc3C)c(O)o2)cc1,-6,-1,·
CN(C)c1cccc(-c2cc(C3(CNCc4ccccc4)CC3)ccn2)c1,-6,9,-8
Cc1ccc(NC(=O)C(C)N(C)Cc2cc(C(C)(C)C)n[nH]2)cc1 (centres undefined),1,2,-1
COC(=O)c1cc(Cn2cc(C(F)(F)F)cc(Cl)c2=O)oc1C,-3,-10,-15
CN(C(=O)c1coc(COc2ccc3c(c2)OCO3)n1)C1CCCc2ccccc21 (centres undefined),-1,-1,·
CC(C)CN(C)c1ccc(C(=O)NCc2ccccc2NS(C)(=O)=O)cc1,1,-2,·
CCOC(=O)C1(C)CCCN1C(=O)c1snnc1C (centres undefined),-15,-1,·
CCOC(=O)c1ccc2c(c1)nc(SCc1c(F)c(F)c(F)c(F)c1F)n2Cc1cccc(F)c1,-10,-4,-9
CCn1nc(C(=O)NNC(=O)C(C)C)c2ccccc2c1=O,5,2,-3
CC(C)n1c(SCc2ccc(Cl)cc2F)nc2cc(S(=O)(=O)N3CCCC3)ccc21,-6,3,-5
COc1ccc2nc(N(Cc3cccnc3)C(=O)c3cc(C)n(C)n3)sc2c1,-7,6,·
O=C(CC1COCCN1)N1CCN(Cc2ccccn2)CC1 (centres undefined),-2,-3,·
CC1CCCN(C(=O)c2ccc3c(c2)C(=O)N(Cc2ccco2)C3=O)C1 (centres undefined),-5,2,-3
Cc1cc(S(=O)(=O)N2CCC(C(N)=O)CC2)cc([N+](=O)[O-])c1C,-4,3,-9
COc1ccc(C2=NOC(CN(Cc3ccc(F)cc3F)C(=O)NC(C)C)C2)cc1 (centres undefined),-11,30,-5
CNc1nc2cnc(-c3cccc(F)c3)cc2n1Cc1ccccc1,-2,10,-8
COc1ccccc1NCN1C(=O)c2ccccc2C1=O,-2,1,-4
COc1ccc(CCN(Cc2ccc(C)s2)C(=O)CN(C(=O)Nc2c(C(C)C)cccc2C(C)C)C2CCCCC2)cc1OC,-9,-2,-4
CC(C)CCc1nc(N2CCN(C(=O)C3CCCC3)CC2)c2cnn(-c3cccc(Cl)c3)c2n1,-2,5,-3
